High-throughput results from PubChem.
GRK2 inh = human GRK2 inhibition via aptamer displacement; P25098; bead flow cytometry, FAM-aptamer displacement from GRK2; inhibition of aptamer binding, % at 10 µM; 0.59% of 330,000 active; AID 488847;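 active = inhibition of aptamer binding above 40%, roughly 3 SD of noise, on plates passing a quality check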;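 note: median bead fluorescence of bound FAM aptamer so fluorescent compounds give negative values; no value below 0 was filed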
MCL1-BIM inh = MCL1-BIM-BH3 interaction inhibition (human) | 0.68% of 320,000 active | Q07820 | GST-MCL1 / FITC-Bim-BH3 fluorescence polarization | AID 2057 | inhibition, % at 10.9 µM;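 active = inhibition above the mean inhibition of all tested compounds plus 3 SD, set per campaign, cut at about 40% in these data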;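 note: 0% = DMSO wells and 100% = unlabeled Bim-BH3 peptide control; higher means more loss of mP so more displacement of Bim peptide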
Target sequence (Q07820 whole entry, looked up): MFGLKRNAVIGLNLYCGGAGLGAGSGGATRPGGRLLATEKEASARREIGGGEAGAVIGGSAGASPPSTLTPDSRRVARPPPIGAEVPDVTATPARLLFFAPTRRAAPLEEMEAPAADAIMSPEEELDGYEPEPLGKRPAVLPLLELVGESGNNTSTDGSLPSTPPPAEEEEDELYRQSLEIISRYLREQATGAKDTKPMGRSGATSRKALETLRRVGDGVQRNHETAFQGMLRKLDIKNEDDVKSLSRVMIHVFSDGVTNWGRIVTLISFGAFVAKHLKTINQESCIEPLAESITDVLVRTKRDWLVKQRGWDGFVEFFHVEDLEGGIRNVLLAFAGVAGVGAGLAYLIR
VLA-4 inh = inhibition in a human VLA-4 binding assay; VLA-4 expressing cells, ligand binding flow cytometry; 0.2% of 330,000 active; inhibition, % (about 7 µM as worked out from the volumes in the protocol); in the data active = inhibition above about 50%
CIT2 TOR yeast = yeast TOR pathway CIT2-GFP modulation | S. cerevisiae CIT2-GFP strain, flow cytometry, 3 h; 100 means same as DMSO wells | GFP response vs DMSO, % at 10 µM | 0.065% of 320,000 active;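 active = GFP response relative to DMSO above a set limit, near the screen mean plus 3 SD, cut at about 150% in these data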;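 note: ratio of well median GFP fluorescence to mean of DMSO wells on the plate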
CR mimetic SO = yeast age-related superoxide inhibition as caloric restriction mimetic; 0.18% of 330,000 active; S. cerevisiae aged cells, superoxide DHE fluorescence; stronger effect = lower value; superoxide response (% of plate mean), % at 10 µM;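 active = superoxide response under a set limit, about three screen SD below normal, cut at about 65% in these data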;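 note: yeast aged for seven days with compound at 30 °C before DHE staining; 100% = average MFI of all compound-treated wells on the plate with controls excluded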
MEX-5 binding = C. elegans MEX-5 TCR-2 RNA binding activity; activity score (negative = inhibition of binding), % at 10 µM; MEX-5/FITC-TCR2 RNA binding, fluorescence polarization; stronger effect = lower value; AID 1832; 0.38% of 300,000 active;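 active = inhibition past about -25% in most replicates, and total fluorescence under double the plate's negative control median, limit read from the data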;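 note: 0% = DMSO and -100% = 5 µM competing unlabeled TCR2 RNA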
Bcl-xL primary = blocks human Bcl-xL binding to Bim BH3 peptide; 0.7% of 320,000 active; GST-Bcl-xL / FITC-Bim BH3 peptide fluorescence polarization; inhibition, % at 10.9 µM; AID 2129;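 active = inhibition above the mean of all tested compounds plus 3 SD, cutoff set per campaign, cut at about 30% in these data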;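 note: 0% = DMSO wells and 100% = unlabeled Bim-BH3 peptide competitor; inhibitors lower millipolarization by displacing the labeled peptide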
Target sequence (Q07817 whole entry, looked up): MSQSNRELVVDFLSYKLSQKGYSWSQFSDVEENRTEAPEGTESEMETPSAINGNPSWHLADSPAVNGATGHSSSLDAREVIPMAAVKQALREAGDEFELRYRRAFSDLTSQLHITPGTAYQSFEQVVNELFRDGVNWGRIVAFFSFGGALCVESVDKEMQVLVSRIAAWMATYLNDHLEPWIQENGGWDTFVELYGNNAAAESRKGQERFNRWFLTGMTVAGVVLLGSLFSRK
AGP1-GFP MLPCN = yeast TOR pathway AGP1-GFP modulation; S. cerevisiae AGP1-GFP multiplex flow cytometry, 3 h; GFP as percent of DMSO wells; GFP response vs DMSO, % at 10 µM; 0.02% of 320,000 active; AID 2066;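 active = GFP response relative to DMSO above a set limit, near screen average plus 3 SD, cut at about 150% in these data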;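 note: median GFP channel fluorescence of the gated AGP1 strain per well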
GLD-1 RNA inh = GLD-1-TGE RNA interaction inhibition (C. elegans). Q17339. purified GLD-1 + fluorescein TGE RNA, fluorescence polarization. inhibition, % at 5.96 µM. 0.44% of 320,000 active;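 active = percent inhibition above a per-plate cutoff, the plate mean of test compounds plus 3 SD, cut at about 30% in these data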;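 note: 0% = DMSO wells with GLD-1 and probe and 100% = wells lacking GLD-1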
* = called active by the depositor; . = not tested or not shown.

Key to letters: A = GRK2 inh; B = MCL1-BIM inh; C = VLA-4 inh; D = CIT2 TOR yeast; E = CR mimetic SO; F = MEX-5 binding; G = Bcl-xL primary; H = AGP1-GFP MLPCN; I = GLD-1 RNA inh
> COc1cccc(C(C(=O)NC2CCCC2)N(Cc2ccco2)C(=O)c2ccco2)c1OC (centres undefined)
  A: 1; B: 4; C: 4; D: 100; E: 97; F: -2.0; G: 4; H: 99; I: 3

> CC(C(=O)Nc1ccc(F)c(F)c1F)N(C)Cc1cccs1 (centres undefined)
  A: 1; B: 4; C: 8; D: 97; E: 103; F: 0.0; G: 5; H: 94; I: -5

> O=C(Nc1cc(S(=O)(=O)N2CCOCC2)ccc1N1CCOCC1)c1ccccc1F
  A: 0; B: -5; C: -2; D: 96; E: 104; F: .; G: 1; H: 102; I: 3

> Cc1ccc(-n2c(C)nnc2SCC(=O)Nc2ccccc2)cc1
  A: 0; B: 2; C: 11; D: .; E: 99; F: 0.4; G: 2; H: 88; I: 5

> Cc1cc(OC(F)F)ccc1NC(=S)NCCc1ccccc1
  A: 0; B: -3; C: -17; D: 93; E: 90; F: 1.6; G: -3; H: 89; I: -1

> COc1cc(/C=C2/C(=N)N3N=C(CC(=O)N4CCOCC4)SC3=NC2=O)ccc1OCc1ccccc1
  A: 10; B: -1; C: -10; D: 104; E: 98; F: -1.5; G: 1; H: 109; I: -2

> CCCN1C(=O)/C(=C/c2ccc(C)o2)SC1=Nc1ccc(OCC)cc1
  A: 0; B: 10; C: -12; D: 95; E: 103; F: -8.0; G: 3; H: 99; I: 6

> CCCNC(=O)C(CC)NS(=O)(=O)c1ccc(OC)cc1 (centres undefined)
  A: 1; B: 8; C: 12; D: 97; E: 99; F: 2.8; G: 4; H: 101; I: -6

> O=C(Cc1ccccc1)NC(=S)Nc1ccc(N2CCCCC2)cc1
  A: 0; B: -9; C: -14; D: 98; E: 92; F: -0.7; G: -5; H: 99; I: 4

> Cc1cc(Cl)ccc1OCC(=O)NNC(=O)C1CCN(c2ncnc3sc(C)c(C)c23)CC1
  A: 2; B: 0; C: 6; D: 100; E: 95; F: .; G: 4; H: 110; I: -3

> CC(=O)Nc1ccc(S(=O)(=O)N2CCSC2c2ccc(Cl)cc2)cc1 (centres undefined)
  A: 6; B: 1; C: -10; D: 83; E: 107; F: 0.8; G: 2; H: 96; I: -4

> Cc1cc(=O)[nH]c(S/C=C/c2ccccc2)n1
  A: 2; B: 5; C: -4; D: 99; E: 92; F: 0.2; G: 4; H: 92; I: 0

> O=C1NN(c2ccccc2)C(=O)/C1=C\c1cccn1-c1ccc(Cl)c([N+](=O)[O-])c1
  A: 0; B: 11; C: 5; D: 99; E: 95; F: -0.3; G: 10; H: 97; I: 2

> Cc1cc(=O)nc2c3ccccc3n(CC(=O)NC3CCCCC3)n12
  A: 0; B: -1; C: 7; D: 109; E: 73; F: 0.9; G: -2; H: 106; I: 3

> CCN(CC)CCn1c2c(c(SCC(=O)Nc3cc(C)cc(C)c3)nc1=O)CCC2
  A: 0; B: 3; C: 16; D: 96; E: 95; F: 1.3; G: 3; H: 103; I: 6

> O=C(CCCC(=O)OCC(=O)c1cccs1)Nc1ccc(F)cc1
  A: 0; B: 4; C: -3; D: 102; E: 102; F: 3.3; G: 0; H: 103; I: -4

> CCOC(=O)c1ccc(NC(=O)c2ccc(NC(=O)c3ccccc3)cc2)cc1
  A: 0; B: 4; C: -2; D: 95; E: 119; F: -1.5; G: 7; H: 95; I: 5

> O=C(O)CCC(=O)N1CCC(n2nnc3cc(C(F)(F)F)ccc32)CC1
  A: 3; B: -7; C: -3; D: 104; E: 104; F: -0.4; G: -1; H: 105; I: 0

> Cc1cc(NC(=O)c2cccs2)ncc1NC(=O)C(C)(C)C
  A: 0; B: -2; C: -14; D: 111; E: 95; F: 0.1; G: -3; H: 108; I: -2

> CC(Cc1cnccn1)NC(=O)c1cc(COc2ccc(F)cc2F)on1 (centres undefined)
  A: 3; B: -7; C: 10; D: 106; E: 101; F: -2.3; G: 0; H: 105; I: 3

6 compounds from above, reduced to GRK2 inh and Bcl-xL primary.
Compound	GRK2 inh	Bcl-xL primary
O=C1NN(c2ccccc2)C(=O)/C1=C\c1cccn1-c1ccc(Cl)c([N+](=O)[O-])c1	0	10
Cc1cc(=O)nc2c3ccccc3n(CC(=O)NC3CCCCC3)n12	0	-2
CCN(CC)CCn1c2c(c(SCC(=O)Nc3cc(C)cc(C)c3)nc1=O)CCC2	0	3
O=C(CCCC(=O)OCC(=O)c1cccs1)Nc1ccc(F)cc1	0	0
CCOC(=O)c1ccc(NC(=O)c2ccc(NC(=O)c3ccccc3)cc2)cc1	0	7
O=C(O)CCC(=O)N1CCC(n2nnc3cc(C(F)(F)F)ccc32)CC1	3	-1

Quoted at random: two entries already listed.
Key to letters: A = GRK2 inh; B = MCL1-BIM inh; C = VLA-4 inh; D = CIT2 TOR yeast; E = CR mimetic SO; F = MEX-5 binding; G = Bcl-xL primary; H = AGP1-GFP MLPCN; I = GLD-1 RNA inh
> O=C(O)CCC(=O)N1CCC(n2nnc3cc(C(F)(F)F)ccc32)CC1
  A: 3; B: -7; C: -3; D: 104; E: 104; F: -0.4; G: -1; H: 105; I: 0

> Cc1cc(=O)[nH]c(S/C=C/c2ccccc2)n1
  A: 2; B: 5; C: -4; D: 99; E: 92; F: 0.2; G: 4; H: 92; I: 0

More records follow:
Key to letters: A = GRK2 inh; B = MCL1-BIM inh; C = VLA-4 inh; D = CIT2 TOR yeast; E = CR mimetic SO; F = MEX-5 binding; G = Bcl-xL primary; H = AGP1-GFP MLPCN; I = GLD-1 RNA inh
> CCc1c(C)nc(SCC(=O)N2C(C)CCCC2C)[nH]c1=O (centres undefined)
  A: 1; B: 7; C: 8; D: 90; E: 104; F: 0.8; G: 0; H: 99; I: -2

> CCOc1ccc(N(CC(=O)Nc2ccccc2Cl)S(C)(=O)=O)cc1
  A: 2; B: 0; C: -2; D: 111; E: 82; F: 0.7; G: -5; H: 111; I: 2

> CC(C)CCN1CC(C(=O)NCc2ccc(F)cc2)CC1=O (centres undefined)
  A: 2; B: 3; C: -9; D: 105; E: 91; F: -1.9; G: 6; H: 101; I: 4

> O=C(C1=C[C@@H](C2CC2)C[C@@H](OCc2ccc(CO)cc2)O1)N1CCN(Cc2ccccc2)CC1
  A: 1; B: 0; C: 22; D: 87; E: 114; F: -1.3; G: 2; H: 92; I: -4

> O=C(CCn1c(=S)[nH]c2cc3c(cc2c1=O)OCO3)NCc1cccc(Cl)c1
  A: 3; B: -4; C: -2; D: 102; E: 123; F: -1.3; G: -2; H: 104; I: 8

> CCOc1ccccc1C1C(C(=O)OC)=C(N)OC2=C1C(=O)CCC2 (centres undefined)
  A: 2; B: 6; C: 5; D: 104; E: 94; F: -1.1; G: 7; H: 107; I: -5

> Cc1ccc(S(=O)(=O)N[C@@H](Cc2ccccc2)C(=O)N2CCC[C@@H]2C(=O)O)cc1
  A: 0; B: 7; C: 4; D: 100; E: 95; F: 0.4; G: 6; H: 103; I: -3

> Cc1ccc(CN(c2ccc(C(=O)NCc3ccccn3)cc2)S(C)(=O)=O)cc1
  A: 0; B: 14; C: -3; D: 101; E: 83; F: 0.3; G: 5; H: 96; I: 4
